Assay outcomes as filed in PubChem BioAssay.
MBD2 inh: blocks human MBD2 binding to methylated DNA; Q9UBB5; TR-FRET, MBD2 binding to methylated oligonucleotide; inhibition, % at 4.4 µM; hit rate 0.31% among 370,000; AID 686964; in the data active = inhibition above about 13%
TDP2 absorb: blocks human TDP2 phosphodiesterase activity; inhibition, % at 12.8 µM; O95551; hit rate 0.34% among 370,000; AID 720702; recombinant TDP2, T5PNP hydrolysis, p-nitrophenol absorbance 415 nm;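 active = inhibition above the mean of all tested compounds plus 3 SD, set per campaign, cut at about 25% in these data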;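 also: 0% = DMSO with enzyme and 100% = buffer with substrate but no TDP2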
Target sequence (O95551 whole entry, looked up): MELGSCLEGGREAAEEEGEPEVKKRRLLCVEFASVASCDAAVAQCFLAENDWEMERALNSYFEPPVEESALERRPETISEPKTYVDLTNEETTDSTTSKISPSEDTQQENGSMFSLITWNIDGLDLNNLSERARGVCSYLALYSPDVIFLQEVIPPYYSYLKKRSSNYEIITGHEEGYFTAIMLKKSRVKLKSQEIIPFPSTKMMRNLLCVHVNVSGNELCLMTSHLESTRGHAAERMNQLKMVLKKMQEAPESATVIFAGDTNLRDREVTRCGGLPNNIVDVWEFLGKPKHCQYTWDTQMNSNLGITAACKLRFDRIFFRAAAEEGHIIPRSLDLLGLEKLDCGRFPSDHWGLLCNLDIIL
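System – recombinant human TDP2 · Amount – 120 nM TDP2 per well · Buffer or medium – Mg2+-containing Tris-HCl buffer, pH 7.5 · Reagent – T5PNP substrate, 5 mM · Dosing – 12.8 µM single point, 1% DMSO · Incubation – 2 h at 37 °C · Measured by – epi absorbance · Read-out basis – percent inhibition · Benchmarks – high control without enzyme, low control DMSO plus TDP2 · Repeats – singlicate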
UHRF1 MBD2 ctr: UHRF1 methyl-DNA binding inhibition. Q96T88. UHRF1 binding to methylated oligo, TR-FRET. inhibition, % at 4.4 µM. hit rate 0.75% among 370,000. AID 687016; in the data active = inhibition above about 21%;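 also: UHRF1 SRA domain binding a hemimethylated CpG hairpin DNA probe; 0% = median of test compound wells and 100% = reference inhibitor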
TCR-CD3 inh: human TCR-CD3 binding inhibition; inhibition, % at 9.4 µM; hit rate 0.37% among 360,000; TAMRA-labeled TCR probe fluorescence, biochemical; AID 651800; in the data active = inhibition above about 19%;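 also: recombinant mutant TCR 2C K166C tagged with TAMRA read by polarization; 0% = receptor in buffer alone and 100% = receptor with positive control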
Tn6 DDE FP: disrupts Tn6 cyclic peptide binding to fibrin D-Dimer-E complex; hit rate 0.21% among 370,000; inhibition, % at 8.3 µM; P02675; Fibrin DD(E) TRITC-Tn6 fluorescence polarization displacement;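 active = inhibition above a per-campaign cutoff: mean of compounds within control limits plus 3 SD, cut at about 15% in these data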;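 also: 0% = median of all compound wells on the plate and 100% = blocking peptide control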
proKLK7 act: activates the human kallikrein-7 zymogen. purified proKLK7, EDANS-DABCYL substrate fluorescence; 100% is mature enzyme control, 0% vehicle. AID 652039. hit rate 0.9% among 370,000. P49862. activation, % at 7 µM;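 active = activation above the mean of all tested compounds plus 3 SD, computed per campaign excluding outliers beyond control limits, cut at about 13% in these data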
Target sequence (P49862 whole entry, looked up): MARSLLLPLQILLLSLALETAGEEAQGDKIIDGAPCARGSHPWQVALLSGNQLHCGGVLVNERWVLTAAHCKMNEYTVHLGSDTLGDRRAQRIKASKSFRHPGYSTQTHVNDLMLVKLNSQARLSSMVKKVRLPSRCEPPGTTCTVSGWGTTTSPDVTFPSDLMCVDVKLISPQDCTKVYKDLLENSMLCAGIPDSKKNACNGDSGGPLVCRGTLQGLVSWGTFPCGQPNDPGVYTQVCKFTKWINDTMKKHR
PRMT1 inh: PRMT1 (human) inhibition, primary screen. Q99873. recombinant PRMT1, activity-based probe fluorescence polarization. inhibition, % at 2.79 µM. hit rate 1.3% among 370,000;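 active = inhibition above about 21% made by adding two undisclosed values, limit read from the data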
Target sequence (Q99873 whole entry, looked up): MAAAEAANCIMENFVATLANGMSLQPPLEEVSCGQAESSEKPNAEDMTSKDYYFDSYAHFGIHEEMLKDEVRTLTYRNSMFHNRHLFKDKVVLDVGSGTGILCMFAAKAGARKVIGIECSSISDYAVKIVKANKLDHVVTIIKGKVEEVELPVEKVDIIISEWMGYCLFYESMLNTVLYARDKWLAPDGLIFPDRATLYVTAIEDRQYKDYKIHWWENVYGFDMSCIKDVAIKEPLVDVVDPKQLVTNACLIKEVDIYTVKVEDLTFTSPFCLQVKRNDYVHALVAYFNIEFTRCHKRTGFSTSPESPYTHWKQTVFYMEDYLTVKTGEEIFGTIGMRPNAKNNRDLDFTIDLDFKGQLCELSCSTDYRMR
SIAE inh: inhibitors of human sialic acid acetylesterase SIAE; Q9HAT2; SIAE FP-Rh probe binding, fluorescence polarization; inhibition, % at 9.66 µM; hit rate 0.69% among 370,000; AID 1053197;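 active = inhibition above a cutoff: mean of compounds within the control limits plus 3 SD of those, cut at about 17% in these data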;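 also: 0% = plate median of compound wells and 100% = probe without SIAE protein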
DDE Tn7 FP inh: inhibitors of Tn7 peptide binding to human fibrin DD(E) | P02675 | FP displacement of FITC-Tn7 peptide from fibrin DD(E); 0% = median of compound wells per plate | inhibition, % at 8.3 µM | hit rate 0.13% among 370,000 | AID 720508;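 active = inhibition above the mean of compounds falling within the control limits plus 3 SD of them, cut at about 14% in these data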;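 also: 0% = plate median of compound wells and 100% = 10 µM Aha-Tn7 peptide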
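Assay system: Human clot-derived fibrin DD(E) complex | Buffer or medium: Tris/NaCl/CaCl2 buffer, pH 7.8 | Repeats: One replicate per compound | Benchmarks: Aha-Tn7 high control | Measure: % inhibition scaled between sample-field median and high-control FP | Schedule: 10 min plus 3 h, room temperature | Signal: Fluorescence polarization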
LEDGF integ inh: blocks HIV-1 LEDGF/p75-dependent DNA integration; TR-FRET IN-LEDGF/p75 DNA integration, Eu/Cy5; inhibition, % at 3.7 µM; hit rate 0.64% among 370,000; AID 743269;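 active = inhibition above the screen-wide mean plus 3 SD, cut at about 13% in these data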;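 also: signal is the Cy5 over europium emission ratio at 671 and 618 nm; 0% = plate median of compound wells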
An asterisk follows results filed as active; x = no result given. Rows are unselected; 4.6% or so of the library scored in one or more.

SMILES	TDP2 absorb	MBD2 inh	proKLK7 act	PRMT1 inh	UHRF1 MBD2 ctr	TCR-CD3 inh	LEDGF integ inh	DDE Tn7 FP inh	SIAE inh	Tn6 DDE FP
O=C(Cn1cc([N+](=O)[O-])cn1)NCc1ccc(-n2cccn2)cc1	11	3	0.3	0	0	8	0	-2	1	-3
COc1ccc(CCNC(=O)CSc2nncs2)cc1	4	-3	1.0	-3	-1	6	4	1	4	5
COC(=O)c1ccc(CCc2cc(O)c(Br)cc2O)cc1	-9	5	1.7	103*	0	-9	-12	7	9	-16
COC(=O)c1cc2c(c3c4cc(OC)ccc4n(S(=O)(=O)c4ccc(F)cc4)c13)C(=O)N(C)C2	-3	-1	0.2	2	-1	-1	0	0	6	-16
CCOC(=O)C1=C(c2ccccc2)NC(SCC)=C(C#N)C1c1cccnc1 (stereo not drawn)	-6	1	0.1	0	-2	2	-1	9	-3	8
O=C(c1cccs1)N1CCc2c([nH]c3ccccc23)C1c1ccc(Cl)cc1 (stereo not drawn)	-10	-3	0.2	-1	4	-13	3	-4	-8	-5
CCCCOCCCNC(=O)C[C@H]1C[C@@]2(C(=O)OC)C(=C[C@H](C(C)C)O[C@@H]2C2CC2)N(Cc2ccc(Cl)cc2Cl)C1=O	-4	-4	0.4	-1	-2	x	-1	3	-2	10
Cc1cccc(C(=O)NCc2nnc(SCC(=O)NC(C)c3ccccc3)n2C)c1 (stereo not drawn)	15	3	0.2	-4	-3	-1	0	-6	0	-6
CCN1C(=O)c2ccc(C(=O)NCc3ccco3)cc2C1=O	-5	-1	0.2	-3	1	2	4	4	-6	4
CCOCCCNC(=O)C1CCCN1C(=O)Nc1ccccc1[N+](=O)[O-] (stereo not drawn)	0	-4	-0.2	-3	3	-4	-2	2	-2	-1
COc1ccc(C(OC(=O)c2ccco2)C(=O)NC2CCCCC2)cc1 (stereo not drawn)	8	4	-0.1	-3	-2	-1	1	6	11	-4
CCOc1ccc(CCNC(=O)c2nn(C)c3c2CS(=O)(=O)c2ccccc2-3)cc1OCC	-5	-2	-0.1	0	2	3	5	-2	3	-1
Cc1[nH]c2ccccc2c1C(=O)CSc1nccc(=O)[nH]1	-14	-6	-0.1	0	0	0	-1	11	6	-1
COc1ccccc1-n1cnnc1SCC(=O)NC1CCS(=O)(=O)C1 (stereo not drawn)	2	2	0.1	-1	0	1	4	3	1	-1
Cc1cccc(C(=O)NC(C(=O)Nc2ccccc2N2CCOCC2)C(C)C)c1 (stereo not drawn)	12	0	1.1	1	1	1	-3	-3	-3	7
Cc1ccc(C(=O)NCC(=O)OCC(=O)Nc2cc(S(=O)(=O)N3CCOCC3)ccc2Cl)s1	-1	2	-2.1	-1	6	3	0	9	-7	-5
COc1cc(NC(=O)Cn2cnc(S(=O)(=O)N3CCCC3)c2)cc(OC)c1OC	-8	-3	-0.4	1	-1	0	-2	-4	-1	-3
Cc1cc(C)cc(NC(=S)NCCSc2ccc(Cl)cc2)c1	7	-1	-0.1	1	0	-1	-2	0	-25	-4
COc1ccc2cc3c(N)nn(C(=O)c4cccc([N+](=O)[O-])c4)c3nc2c1	-5	5	-0.7	-1	2	-3	1	-2	7	-3
COc1ccc(OC)c(S(=O)(=O)NCC(c2cccs2)N2CCc3ccccc3C2)c1 (stereo not drawn)	5	2	0.2	0	13	4	0	-1	1	-7
Clc1ccc(-c2nnc(-c3ccccc3)c(N3CCSCC3)n2)cc1	-1	-1	0.2	-1	1	-2	-2	8	-4	-6
CC1CC(C)CN(CCCNC(=O)CCC(=O)N2CC(C)Oc3ccccc32)C1 (stereo not drawn)	-2	0	-0.1	7	2	-10	-2	-1	-3	-8
O=C(Nc1ccccc1-c1nc2ccccc2s1)c1cccnc1Cl	3	2	0.5	-1	2	2	-3	5	-31	0
Cc1c(C(=O)N2CC(C)OC(C)C2)sc2nc(-c3ccc(F)cc3)cn12 (stereo not drawn)	9	-5	0.1	0	1	4	1	0	4	-3
CNc1nc(-c2cccc(C(=O)N(C)C)c2)cn2ccnc12	1	3	-0.2	2	1	2	0	-4	-3	4
CCCn1cnc2cc(NCc3cccs3)ccc21	13	-1	0.1	-1	-2	5	-1	-3	5	0
COc1cc(CO)ccc1Oc1nnnn1-c1ccc(C(N)=O)cc1	-20	-2	-0.1	1	-3	1	2	4	-2	1
NC(=O)c1ccc[n+](CCC[n+]2cccc(C(N)=O)c2)c1	-4	5	-0.4	1	3	-5	-4	-3	-3	-3
COc1ccc(NC(=O)COc2cccnc2[N+](=O)[O-])cc1OC	4	-4	0.0	-4	-2	1	1	0	-4	0
O=C(Nc1ccccc1C(=O)Nc1ccccn1)c1ccc([N+](=O)[O-])cc1	6	2	-0.6	-2	-1	5	2	-1	-11	-2
Cc1cccc(C)c1NC(=O)CS(=O)CC(=O)NC1CCN(Cc2ccccc2)CC1 (stereo not drawn)	-2	-5	0.6	-1	3	-2	0	6	4	1
CCCC(=O)N(c1ccc(F)cc1)C1C=CS(=O)(=O)C1 (stereo not drawn)	-9	0	0.2	1	-1	4	8	1	0	6
CCCCn1c(N)c(N(CC(C)C)C(=O)c2ccc(N3C(=O)CCC3=O)cc2)c(=O)[nH]c1=O	-8	6	-0.1	-1	2	-2	-1	2	2	-3
O=C(c1cc(-c2ccccc2)on1)N1CCN(c2ccccc2)CC1	-15	4	0.5	6	7	-6	1	3	-2	1
C[C@H]1[C@@H](NC(=O)C2CCCCC2)CC[C@@]23CCCN2C(=O)CCC[C@@H]13	7	0	x	1	3	x	2	-5	-4	-2
O=C(COc1ccc(C(=O)NCC2CCCO2)cc1)Nc1cccc(C(F)(F)F)c1 (stereo not drawn)	2	1	0.7	-5	0	-1	1	-3	-1	1
O=C(c1cccc(NS(=O)(=O)c2cccc(C(F)(F)F)c2)c1)N1CCOCC1	-8	5	0.2	-3	-3	2	3	-1	2	-6
O=C(Cc1ccccc1)Nc1ccccc1C(=O)N1CCN(c2ccccc2)CC1	-4	3	-0.6	2	4	-9	-5	3	-2	-1
C/C(=N\O)c1ncc(C(F)(F)F)cc1Cl	-2	3	-0.2	3	3	-6	-1	4	2	-1
Cc1cc(C)nc(N(C#N)Cc2ccccc2C)n1	0	5	-0.4	0	2	5	0	2	3	6
O=C(COC(=O)C1=COCCO1)Nc1cccc(Oc2ccccc2)c1	2	-5	-0.6	2	4	-2	-3	2	-8	-4
CC(C)C(OC(=O)c1cccs1)C(=O)NCc1ccccc1 (stereo not drawn)	-8	-7	-1.1	-1	2	2	4	-9	3	0
CC1(C)Cc2c(C#N)c(N3CCN(C(=O)c4ccccc4)CC3)nc(-c3ccco3)c2CS1	-8	4	-2.3	5	-1	4	-2	6	1	-10
O=C(Nc1cc(C(F)(F)F)ccc1N1CCCC1)C1CCCO1 (stereo not drawn)	2	0	0.5	-1	-2	2	6	-3	6	-4
Cc1sc(-n2c(C)cc(C=O)c2C)c(C(=O)O)c1C	-4	-4	-0.8	14	2	-1	2	-5	0	-4

Entries of single compounds from above:
COc1ccc(CCNC(=O)CSc2nncs2)cc1 is listed with TDP2 absorb = 4; MBD2 inh = -3; proKLK7 act = 1.0; PRMT1 inh = -3; UHRF1 MBD2 ctr = -1; TCR-CD3 inh = 6; LEDGF integ inh = 4; DDE Tn7 FP inh = 1; SIAE inh = 4; Tn6 DDE FP = 5
Cc1cc(C)cc(NC(=S)NCCSc2ccc(Cl)cc2)c1 is listed with TDP2 absorb = 7; MBD2 inh = -1; proKLK7 act = -0.1; PRMT1 inh = 1; UHRF1 MBD2 ctr = 0; TCR-CD3 inh = -1; LEDGF integ inh = -2; DDE Tn7 FP inh = 0; SIAE inh = -25; Tn6 DDE FP = -4

Next section
SMILES	TDP2 absorb	MBD2 inh	proKLK7 act	PRMT1 inh	UHRF1 MBD2 ctr	TCR-CD3 inh	LEDGF integ inh	DDE Tn7 FP inh	SIAE inh	Tn6 DDE FP
COc1ccc(-n2c(C)cc(C(=O)CSc3nnc(-c4cccs4)o3)c2C)cc1	-12	15*	0.8	6	24*	-9	9	-4	-6	-7
CCn1c(CNC(=O)Cc2ccc(OC)cc2)nnc1SCC(=O)NC1CCCCC1	-2	-3	-0.1	2	0	-3	1	4	-2	-2
COc1ccc(N2CCN(C(=O)c3ccccc3F)CC2)c([N+](=O)[O-])c1	-11	-3	-0.3	-4	0	3	0	2	-2	5
CN1CCN/C1=C(/C(Cl)=C(Cl)Cl)[N+](=O)[O-]	14	3	-0.4	-2	-2	1	-1	1	4	2
CCC(=O)Nc1ccccc1C(=O)OCC(=O)Nc1ccc(S(N)(=O)=O)cc1	4	0	-0.6	-1	1	-3	2	-4	-6	3
COC(=O)C1(C(=O)OC)C[C@H](c2ccc(OC)cc2)N(Cc2ccccc2OC)[C@@H]1c1ccc(OC)cc1	-6	2	1.0	9	6	0	-2	-7	1	1
C[C@H](CO)N1C[C@H](C)[C@@H](CN(C)C(=O)Nc2cccc(Oc3ccccn3)c2)OCc2cn(nn2)CCCC1=O	1	8	0.4	2	20	5	1	6	-1	8
CCOC(=O)c1cnc2c(C(F)(F)F)cccc2c1N1CCOCC1	0	-1	-1.3	0	1	-3	-2	1	-4	-2
CCNCCOC(c1ccccc1)c1ccccc1	7	-1	-0.4	0	0	5	0	-1	-9	1
COc1ccc(C(=O)Nc2ccc(NC(=O)C3CC3)nc2)cc1	-5	1	0.4	0	-1	1	-4	9	-4	4
